All columns: NCI-60 one-dose screen, growth in % after 48 h at 10 µM unless noted; 100 = growth as untreated, 0 = no growth, -100 = all killed.
MALME-3M: MALME-3M melanoma; 78,000 compounds, 5.8% hits; AID 1794766
UACC-62: UACC-62 melanoma. 81,000 compounds, 5.4% hits. AID 1794756
EKVX: EKVX NSCLC | 71,000 compounds, 3% hits | AID 1794765
HOP-92: HOP-92 NSCLC cells. 71,000 compounds, 6.3% hits
HOP-62: HOP-62 NSCLC | 80,000 compounds, 3.9% hits | AID 1794735
UACC-257: UACC-257 melanoma | AID 1794764 | 78,000 compounds, 4.4% hits
M14: M14 melanoma; 80,000 compounds, 6.2% hits; AID 1794745
A549/ATCC: A549/ATCC NSCLC | 81,000 compounds, 3.7% hits | AID 1794740
An asterisk follows results filed as active; nt = no result given; & = joins results of further samples. How the source made its calls: active means growth percent below 10; inactive means the rest. Random draw from the library; overall some 10% were active at least once.

molecule	M14	EKVX	HOP-92	A549/ATCC	MALME-3M	UACC-257	UACC-62	HOP-62
O=C(/C=C/c1ccccc1)OCCc1ccccc1	96	95	99	102	97	90	102	102
CC(C)C1C(C(=O)c2ccccc2O)=CNc2cc(-c3ccccc3)nn21 (stereo not drawn)	83	79	55	68	86	74	62	74
COC(=O)[C@@H](Cc1cnc[nH]1)NC(=O)/C=C/c1ccccc1	96	nt	81	nt	116	nt	96	96
C=C(C/C=C(\C)C(=O)N[C@H](C(=O)N1CCCC1c1nccs1)C(C)C)Cc1ccccc1 (stereo partly drawn)	97	93	93	98	99	107	85	96
COc1ccc(N2CCN(C3=C(Cl)C(=O)C(C)=C(C)C3=O)CC2)cc1	nt	116	102	108	110	102	89	91
COc1ccc2[nH]cc(/C=C3\C(=O)Nc4ccccc43)c2c1	11	49	31	26	58	28	26	29
O=C(O)c1cn(C2CC2)c2cc(N3CCN(Cn4nc(-c5ccccn5)n(-c5ccccc5)c4=S)CC3)c(F)cc2c1=O	88	100	94	94	101	100	102	104
c1cc2[nH]ncc2cc1-c1nc2ccc3[nH]ncc3c2c2c1CCCC2	2.2*	18	17	5.8*	12	20	1.7*	23
CCCn1cnc2c(Sc3c([N+](=O)[O-])ncn3C)nc(N)nc21	110	115	59	105	112	102	88	104
NC(=O)c1cnc(N/N=C/c2ccc(Cl)cc2)nc1N	65	95	89	71	89	67	93	89
CCCCOC1NC(=O)NC(=O)C1(F)C(=O)OCC (stereo not drawn)	71&71	75	86&68	46&49	65&66	77	53&72	43&77
O=S(=O)(NCCNc1nccc(-c2c(-c3ccc(F)c(O)c3)nc3sccn23)n1)c1ccc(Cl)cc1	28	37	45	26	21	33	-1.1*	60
CN1C(=O)N(C)C2C1NC(=O)N2CC1(CC(=O)O)CCCCC1 (stereo not drawn)	104	102	119	104	102	107	98	101
CCCOC(=O)CC1(O)CCCCC1	98	nt	84	101	84	94	99	103
COC(=O)[C@H]1CCCN1C(=O)[C@H]1CCCN1C(=O)[C@H](Cc1c[nH]c2ccccc12)NC(=S)Nc1cc(C(F)(F)F)cc(C(F)(F)F)c1	56	nt	89	35	70	68	57	75
CNc1nc2c(s1)C(c1c(C)sc3ccccc13)CC(=O)N2 (stereo not drawn)	102	95	91	101	97	105	89	89
CCOC(=O)/C=C/c1cccc2c1C(=O)NC(C)(c1cc3cc4ccccc4cc3oc1=O)N2 (stereo not drawn)	77	86	38	71	66	87	55	79
CCC1(c2ccc(C)cc2)Oc2ccccc2-n2c(C#N)c3ccccc3c2C1=O (stereo not drawn)	104	nt	nt	104	nt	105	nt	90
COc1cc(C2CC(c3cc(OC)c(OCCCOc4ccc(-n5c(/C=C/c6ccccc6)nc6ccccc6c5=O)cc4)c(OC)c3)=NO2)cc(OC)c1OC (stereo not drawn)	127	118	43	100	143	106	83	122
Nc1c(C(=O)Nc2cncc3ccccc23)sc2nc3c(cc12)C(=O)CCC3	79	99	96	96	90	97	60	87
CCC1=C[C@@H]2CN(C1)Cc1c([nH]c3ccccc13)[C@@](C(=O)OC)(c1cc3c(cc1OC)N(C)[C@H]1[C@@](O)(C(=O)OC)[C@H](OC(C)=O)[C@]4(CC)[C@@H]5C[C@@H]5CN5CC[C@]31[C@@H]54)C2	-22*	nt	21	14	-64*	33	13	17
c1ccc(-c2oc3ncn4nc(-c5cccnc5)nc4c3c2-c2ccccc2)cc1	104	104	93	102	88	109	99	89
Cc1ccc(-c2nn3c(-c4ccccc4)nnc3o2)cc1	106	97	117	102	100	105	104	127
COc1ccc(NC(=O)Cn2c(/C=C/c3cccc(Br)c3)nc3ccccc3c2=O)cc1	50	82	11	16	49	71	68	2.1*
N#Cc1c(-c2ccc(Cl)cc2)nc(SCC(=O)NNc2ncnc3ccccc23)[nH]c1=O	98	91	92	107	98	116	94	86
COC(=O)[C@@H]1CSCN1C(=O)C1=C(C)NC(=S)NC1c1cccc(O)c1 (stereo partly drawn)	113	99	98	104	102	102	89	88
O=C(CCC(=O)Nc1nccs1)Nc1ccc(S(=O)(=O)N2CCOCC2)cc1	71	113	89	105	94	103	100	141
CC(C)=CC(=O)N[C@H]1CC[C@]2(C)C3CC[C@]4(C)C(C(C)N(C)C)=CCC4C3CCC2[C@H]1O (stereo partly drawn)	-56*	58	41	76	-27*	-27*	-25*	67
NS(=O)(=O)c1ccc(C(=O)N=Nc2c(O)n(Cc3ccc(F)cc3)c3ccccc23)cc1	109	104	98	92	106	93	89	105
Cc1cc2c(c(Br)c1O)Oc1c(cc(C)c(O)c1Br)C21OC(=O)c2ccccc21	105	103	73	95	122	117	103	79
c1ccc(N/N=C(\C(=N\Nc2ccccc2)c2ccccc2)c2ccccc2)cc1	88	73	nt	89	91	91	74	87
CNc1ccc(-c2nc3sccn3c2-c2ccnc(SC)n2)cc1	99	nt	nt	101	102	98	99	101
CCn1c(Sc2nnc(/N=C3\NC(=O)/C(=C/c4ccc(Cl)cc4)S3)s2)nc2c1c(=O)n(C)c(=O)n2C	98	101	74	99	97	100	98	93
O=C1c2cccnc2C(=O)c2c1c(C(=O)OCCc1ccccn1)c1ccccn21	-70*	25	15	-66*	-57*	-53*	-56*	-79*
O=c1[nH]c(-c2ccc(O)cc2)nc2n[nH]c(Nc3ccccc3)c12	38	74	52	53	65	61	21	73
Cc1c(-c2ccc3c(c2)OCCO3)cccc1-c1nnc([C@H](N)CO)o1	98	97	91	99	94	95	97	102
CCCCCCNC(=O)Oc1ccc(/C(=C(\C)c2ccc(Cl)cc2)c2ccc(OCCN(C)C)cc2)cc1	3.6*	60	38	73	-34*	19	85	75
[C-]#[N+]c1c(-c2ccc(OC)c(OC)c2)cc(-c2ccc(N)cc2)nc1N	105	nt	88	103	112	109	108	103
COc1ccc2c(c1)nc(N)c1c3cc(OC)c(OC)cc3cn21	32	73	nt	44	71	95	22	77
Cc1ccc(C2=C/C(=C/c3ccc(Cl)cc3)C(=O)N2CCc2ccc(S(N)(=O)=O)cc2)cc1	83	96	52	77	95	87	63	97
CC(=O)COc1ccccc1[N+](=O)[O-]	112	nt	102	93	nt	89	103	108
Cc1cc(C2(c3cc(C)c(O)c(Br)c3)OS(=O)(=O)c3ccccc32)cc(Br)c1O	109	102	116	98	105	98	87	108
Fc1cccc(CNc2c3ccccc3nc3ccccc23)c1F	71	63	2.7*	57	94	93	76	73
CN(C)c1ccc(-c2c(C#N)c(N)n3nc(N)c(C#N)c3c2C#N)cc1	69	77	60	74	116	113	113	58
COc1ccc(/C=C/C(=O)c2ccc(NC(=O)CSc3nnc(-c4ccc5nc(-c6ccc(OC)c(OC)c6)[nH]c5c4)o3)cc2)cc1	106	96	94	104	91	114	89	102
CCOC(=O)/C(=C\OC(=O)c1ccccc1)NC(=O)Cc1ccccc1	97	101	77	96	126	94	95	108
CCn1cc(C(=O)O)c(=O)c2cc(F)c(N3CCN(C(=O)C(C)Br)CC3)cc21 (stereo not drawn)	87	118	94	93	95	88	76	81
Cc1cc(C)nc(SCC(=O)Nc2cccc(N=Cc3ccccc3O)c2)n1	98	98	77	101	101	103	94	102
Cc1ccc(-c2csc(NC(=O)CSc3nc(N)cc(=O)[nH]3)n2)cc1	105	95	75	97	99	100	82	111
Cc1n[nH]c(=O)n(/N=C/c2cccs2)c1=O	120	102	93	89	104	96	111	97
CCC(=O)N(Cc1ccc(F)cc1)NS(=O)(=O)c1ccccc1	103	119	87	95	nt	105	92	97
O=C(CN/N=C/c1ccc(Cl)cc1)n1nnnc1-c1ccccc1	97	107	82	88	102	88	91	92
COC(=O)C1=NN(c2ccccc2)C2N1c1ccccc1N1C(C(=O)OC)=NN(c3ccccc3)C21C (stereo not drawn)	106	111	81	97	127	109	76	107
S=c1[nH]c2cc3ccccc3cc2[nH]1	88	39	108	102	103	98	51	83
CN(C)CCN=c1nc2c(c(N)n1-c1ccccc1)c(=S)n(-c1ccccc1)c(=S)n2-c1ccccc1	-84*	40	nt	35	-90*	-75*	-90*	6.2*
O=C(O)CN(CCO)CC(=O)O	111	107	nt	nt	116	124	111	105
OC(c1ccccc1)(c1ccccc1)c1ccccc1-c1ccccc1	99	115	67	82	120	101	79	90
CC(=O)O[C@H]1[C@H](O)C[C@]2(C)[C@H]3[C@H](O)C[C@@H]4C5=CC(C)(C)CC[C@]5(C)CC[C@@]4(C)[C@]3(C)CC[C@H]2C1(C)C	94	90	123	77	105	106	106	103
CN1C(=O)N(C)C2Nn3c(s/c(=C\c4ccccn4)c3=O)=NC21 (stereo not drawn)	nt	100	107	103	82	96	91	100
CO[C@H]1C[C@H]2[C@@H]3CCC4=CC(=O)CC[C@]4(C)[C@H]3CC[C@]2(C)[C@@]1(O)C(=O)COC(C)=O	93	100	106	100	95	97	97	94

Following part.
molecule	M14	EKVX	HOP-92	A549/ATCC	MALME-3M	UACC-257	UACC-62	HOP-62
C/C=C/C(=O)OCCOc1ccc(Cl)cc1Cl	101	90	72	91	83	99	89	89
COc1ccc(Cn2cc3c(c2-c2ccccc2)CCc2cnoc2-3)cc1OC	31	46	61	41	nt	62	49	nt
O=C(O)c1c2c(nc3ccccc13)CCCC2	98	102	114	95	97	105	105	99
Nc1ccc2ncccc2c1	78	nt	nt	97	85	92	92	87
C#CCn1cccc1CNC1CCCCC1	110	104	nt	102	nt	104	99	107
O=C(CSc1nnc(-c2cccs2)n1-c1ccccc1)Nc1cccc(Br)c1	nt	95	95	106	89	100	77	94
O=C(C[n+]1ccc2ccccc2c1)c1ccc(O)c(O)c1	96	85	100	46	95	105	97	99
CC(=O)N1N=C(C2C(=O)N(C)C(=O)N(C)C2=O)CC1c1ccccc1C(=O)O (stereo not drawn)	97	105	nt	98	104	96	100	97
CC(=O)OCc1nc(C#N)c(N(C)C)o1	100	91	83	93	98	93	89	91
Cc1nn(-c2ccccc2)c2c1N=c1s/c(=C\c3cn(-c4ccccc4)nc3-c3ccc(Cl)cc3)c(=O)n1CN2	108	134	84	89	96	116	101	101
O=C(O)c1cn(C2CC2)c2cc(N3CCN(C(=O)CN4C(=O)S/C(=C/c5cccc6ccccc56)C4=O)CC3)c(F)cc2c1=O	106	99	115	104	103	103	92	99
O=S(=O)(NCCNc1nccc(-c2c(-c3cccc(O)c3)nc3occn23)n1)c1ccc(Br)cc1	18	62	33	21	15	21	5.9*	45
CC1=CC2(C)C(C3C(C)=CC2(C)C(=O)C3(C)O)C(C)(O)C1=O (stereo not drawn)	105	93	99	105	108	114	104	nt
CC(=O)c1c([Si](C)(C)C)c(C(=O)c2ccc(Br)cc2)n2ccc(C#N)cc12	96	92	80	87	88	94	67	106
CCC(=O)Oc1ccc(/C=N/NC(N)=S)nc1	9.1*	86	68	99	59	68	8.0*	36
CCCCc1[nH]c(-c2cc(N)ccc2Cl)c2c1C(=O)CCCC2	106	91	80	95	110	110	86	103
Cn1c(I)c(C#C[Si](C)(C)C)c(=O)[nH]c1=O	-50*	86	-83*	86	-66*	-37*	12	76
CCc1cc2n(n1)-c1ccc(C(=O)OC)cc1Oc1ccccc1-2	107	90	75	97	111	122	89	83
CCN(CC)CCN1c2nc3ccccc3cc2Sc2cc3ccccc3nc21	-65*	-3.4*	-13*	nt	nt	8.3*	-0.3*	13
OC1CN=C(C(c2ccccc2)c2ccccc2)NC1 (stereo not drawn)	110	111	105	84	113	98	99	101
Cc1ccccc1CCO	98	105	104	85	92	89	108	89
O=c1nc(-c2ccc(Cl)cc2Cl)cc(-c2ccco2)[nH]1	107	77	87	91	104	126	89	94
O=C(Cn1cc(COn2nnc3ccccc32)nn1)Nc1cccc(Cl)c1	100	103	104	100	102	99	93	104
COc1ccc(-c2csc(NC(=O)CN3CCN(c4cc5c(cc4F)c(=O)c(C(=O)O)cn5C4CC4)CC3)n2)cc1	20	26	-17*	9.1*	15	-13*	12	15
Nc1ncc(-c2ccc(C(F)(F)F)cc2)c(NC2CCCCCC2)n1	28	nt	-12*	19	-21*	-14*	0.5*	58
O=C(NNC(=O)c1cnc2nc[nH]n2c1=O)c1ccccc1	113	99	118	104	109	104	101	101

Screens: PubChem BioAssay, NCI
